High-throughput results from PubChem BioAssay.
KDM5B inh: Primary screen for KDM5B Histone Demethylases FDH-coupled qHTS; KDM5B demethylase, FDH-coupled NADH fluorescence (FDH is formaldehyde dehydrogenase); Potency, µM (top dose mostly 57.7 µM), for the others: at the top dose activity change, negative = inhibition, most hits filed as inhibitors; 220,000 tested, 2.6% active; AID 1347165, 2019; active = well fitted inhibition curve with a large enough effect; inconclusive = small, poorly fitted or top-dose-only effect; inactive = no such curve, though single readings can be large or run the other way; also: 0% is about no effect; nearly all actives have a fitted effect of over 70% in size
Target sequence (Q9UGL1 whole entry, looked up): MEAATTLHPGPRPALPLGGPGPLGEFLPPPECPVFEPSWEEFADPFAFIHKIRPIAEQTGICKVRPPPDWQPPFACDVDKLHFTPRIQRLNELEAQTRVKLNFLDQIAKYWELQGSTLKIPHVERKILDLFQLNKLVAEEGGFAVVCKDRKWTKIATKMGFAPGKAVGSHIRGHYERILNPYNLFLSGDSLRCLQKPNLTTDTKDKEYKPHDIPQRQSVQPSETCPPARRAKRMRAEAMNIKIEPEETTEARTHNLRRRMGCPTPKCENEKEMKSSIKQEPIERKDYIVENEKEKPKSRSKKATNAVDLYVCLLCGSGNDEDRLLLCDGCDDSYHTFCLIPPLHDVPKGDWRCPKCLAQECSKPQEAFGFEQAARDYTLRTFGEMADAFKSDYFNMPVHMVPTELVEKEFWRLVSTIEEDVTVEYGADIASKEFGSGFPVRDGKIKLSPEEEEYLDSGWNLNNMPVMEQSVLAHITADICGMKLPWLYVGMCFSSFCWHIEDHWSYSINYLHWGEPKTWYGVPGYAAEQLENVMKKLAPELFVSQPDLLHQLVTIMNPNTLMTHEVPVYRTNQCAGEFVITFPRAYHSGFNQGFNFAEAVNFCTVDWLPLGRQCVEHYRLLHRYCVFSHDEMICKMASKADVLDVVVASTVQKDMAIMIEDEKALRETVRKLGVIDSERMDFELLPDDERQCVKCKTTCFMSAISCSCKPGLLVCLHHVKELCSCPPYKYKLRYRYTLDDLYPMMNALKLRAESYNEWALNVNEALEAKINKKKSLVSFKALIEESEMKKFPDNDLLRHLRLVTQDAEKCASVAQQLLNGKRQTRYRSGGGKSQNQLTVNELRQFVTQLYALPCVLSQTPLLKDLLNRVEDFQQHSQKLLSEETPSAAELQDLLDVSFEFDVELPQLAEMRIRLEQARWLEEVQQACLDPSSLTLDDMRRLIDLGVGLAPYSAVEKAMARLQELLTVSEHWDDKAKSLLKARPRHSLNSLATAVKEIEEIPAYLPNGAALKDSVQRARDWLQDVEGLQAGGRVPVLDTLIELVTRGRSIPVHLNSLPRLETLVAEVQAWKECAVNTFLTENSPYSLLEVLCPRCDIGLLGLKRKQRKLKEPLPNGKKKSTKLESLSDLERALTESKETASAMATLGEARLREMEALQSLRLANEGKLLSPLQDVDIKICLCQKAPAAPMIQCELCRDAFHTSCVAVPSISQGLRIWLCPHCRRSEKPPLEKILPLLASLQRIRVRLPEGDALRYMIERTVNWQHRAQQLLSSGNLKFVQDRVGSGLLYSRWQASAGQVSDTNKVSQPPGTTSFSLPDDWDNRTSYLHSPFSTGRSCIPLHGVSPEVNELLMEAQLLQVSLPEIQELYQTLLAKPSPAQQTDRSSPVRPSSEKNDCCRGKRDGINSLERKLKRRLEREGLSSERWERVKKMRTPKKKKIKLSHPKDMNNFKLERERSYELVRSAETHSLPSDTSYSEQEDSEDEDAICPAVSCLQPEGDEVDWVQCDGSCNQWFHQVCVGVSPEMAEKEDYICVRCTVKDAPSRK
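Coupled FDH/NAD⁺ fluorescence readout. KDM5BΔAP 200 nM final; compound titration, 10 min RT preincubation; substrate mix 12.5 µM H3K4me3, 25 µM 2-OG, 50 µM Fe(II), 100 µM ascorbate, 0.25 mM NAD⁺, 0.25 U/mL FDH; ΔRFU over 30 min.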
Active calls of the source: *; ? = inconclusive; [ ] = remark or other dose. Potency is read from the fitted curve at half-maximal effect.

> O=C(c1ccc(C2CCCNC2)cc1)N(Cc1ccccn1)C1CCCCC1 (stereo unspecified)
  KDM5B inh: 18%

> Cc1ccc(OCc2nc(C)c(C(=O)Nc3ccc(C)cc3C)s2)cc1
  KDM5B inh: 11%

> CC(C)CCN1CC(Oc2ccc3c(c2)OCO3)C1
  KDM5B inh: ?

> Cc1cccc(OCC(=O)Nc2ccc3nc(SCc4ccccc4)sc3c2)c1
  KDM5B inh: -2%

> O=C1C(N2CCN(S(=O)(=O)c3ccccc3)CC2)CCN1Cc1ccccn1 (stereo unspecified)
  KDM5B inh: -5%

> O=C1CCN(C(=O)C2CCN(C(=O)c3cccnc3)CC2)CCCCCCN1
  KDM5B inh: 14%

> CC1(Cc2ccc3c(c2)OCO3)CCCN(C(=O)CN2CCCC2=O)C1 (stereo unspecified)
  KDM5B inh: -5%

> COc1ccc(/C=N/NC(=O)c2cc(-c3cccc(C)c3)nc3ccccc23)cc1O
  KDM5B inh: -34%

> Cc1ccc(Cl)cc1NC(=O)N1CCC(CN2CCCCCC2)CC1
  KDM5B inh: -14%

> O=C(Cc1noc(C(=O)NC2CC2)n1)Nc1cccc2ncccc12
  KDM5B inh: -30%

> Cc1noc(-c2ccc3c(c2)OCO3)c1C(=O)NCCc1cccc(Cl)c1
  KDM5B inh: 28µM*

> Cc1noc(C)c1CN1CCCC(N)C1 (stereo unspecified)
  KDM5B inh: 20%

> Cc1ccc(C2=NN(c3nc(C)cs3)C(c3ccccc3F)C2)cc1 (stereo unspecified)
  KDM5B inh: ?

> CCN(CC(=O)Nc1c(F)cccc1F)C(=O)c1cccnc1SC
  KDM5B inh: 16%

> CN1CCC(N2CCN(S(=O)(=O)Cc3ccccc3)CC2)C1=O (stereo unspecified)
  KDM5B inh: -8%

> Cc1cc(C)n(-c2ccc(CSc3cccc[n+]3[O-])cc2)n1
  KDM5B inh: 5%

> O=C1NCCCCCCN(C(=O)c2ccsc2)[C@H]2C[C@H](c3nc(-c4cnccn4)no3)C[C@@H]12
  KDM5B inh: -21%

> O=C(N/N=C/c1ccc(Cl)cc1)c1n[nH]c2c1CCCC2
  KDM5B inh: 0%

> Cc1ccc(-c2cc3c(=O)n(CCNC(=O)c4ccccc4F)ccn3n2)cc1C
  KDM5B inh: 20µM*

> Cc1c(Cl)cccc1NC(=O)C1CCCN(C(=O)c2cnn(-c3ccccc3)c2-n2cccc2)C1 (stereo unspecified)
  KDM5B inh: -10%

> CCCN(CC1CCOC1)C(=O)Nc1cc(Cl)ccc1OC (stereo unspecified)
  KDM5B inh: 14%

> CCOC(=O)Cc1ccc(NC(=O)Nc2nnc(N3CCCCC3C)s2)cc1 (stereo unspecified)
  KDM5B inh: 1%

> CN(Cc1cccnc1)C1CN(S(=O)(=O)c2ccc3c(c2)OCCO3)C1
  KDM5B inh: -9%

> Cc1cc2oc(=O)c(CC(=O)NCCc3ccccc3)c(C)c2c2occ(C(C)(C)C)c12
  KDM5B inh: ?

> CCN(CC)CCNC(=O)c1c(OCCOC)cc(=O)n2c1CCOCC2
  KDM5B inh: 1%

> CN(C(=O)CCS(=O)(=O)c1ccccc1)C1CCc2nn(C)c(=O)n2CC1 (stereo unspecified)
  KDM5B inh: -18%

> CN(CC1CCOC1)C(=O)Nc1ccc(Br)cc1 (stereo unspecified)
  KDM5B inh: -3%

> CC(=O)Nc1cc[n+](CC(=O)c2ccc(Cl)cc2)cc1
  KDM5B inh: 2%

> CC1(C)CN(Cc2nnc(-c3cccc(F)c3)o2)CC[C@]1(C)O
  KDM5B inh: -7%

> COc1cc(OC)cc(C(=O)Oc2c(Sc3ccccc3)c(C)nn2C(C)(C)C)c1
  KDM5B inh: ?

> CC(=O)c1cc(-c2ccc(F)cc2)n(CCC(=O)Nc2nc3c(C)cccc3s2)c1C
  KDM5B inh: -10%

> Clc1cccc(-c2ncc[nH]2)c1
  KDM5B inh: 2%[230 µM]

> COc1ccc(C2=NOC3(CCCN(C(=O)c4ccc5c(c4)OCO5)C3)C2)cc1 (stereo unspecified)
  KDM5B inh: -2%[115 µM]

> COc1ccc(NC(=O)Cn2c(=O)n(-c3ccc(Cl)cc3)c(=O)c3c(C)c(C(=O)N(C)C)sc32)cc1Cl
  KDM5B inh: -4%

> CCCN(CCC)CC(O)CN(c1ccc(OC)cc1)S(=O)(=O)c1ccc(C)cc1 (stereo unspecified)
  KDM5B inh: -3%

> CCn1c(=O)c2cc(C(=O)Nc3cc(C)c(Cl)cc3OC)sc2c2ccccc21
  KDM5B inh: -22%

> Cc1nc(-c2cnccn2)n(CC(=O)Nc2ccc3c(c2)OCO3)c(=O)c1C
  KDM5B inh: -1%

> Cc1ccc(C2=NC3(CCN(C(=O)c4ccc5cc[nH]c5c4)CC3)ON2)cc1
  KDM5B inh: ?

> C/C(=N\Nc1ccc(Cl)c(C(=O)O)c1)c1ccc(Br)s1
  KDM5B inh: -15%

> CN(Cc1ccccc1)C1CCOC2(CCN(C(=O)NCc3ccc(F)cc3)CC2)C1 (stereo unspecified)
  KDM5B inh: -17%

> Cc1cnc(CN2CC(C)(Cc3ccc4c(c3)OCO4)CCC2=O)cn1 (stereo unspecified)
  KDM5B inh: 32%[activator]

> COc1cc(NS(=O)(=O)c2ccc(NC(=O)c3ccc(OC)c(Br)c3)cc2)nc(OC)n1
  KDM5B inh: -26%

> COc1ccc(Oc2nc3c(c(=O)n(Cc4ccc(Br)cc4)c(=O)n3C)n2C)cc1
  KDM5B inh: -8%

> CCn1ccc(C(=O)N2C[C@@H]3CCCN4CCC[C@@H]([C@H]34)[C@H]2CCCC(=O)Nc2ccccc2)n1
  KDM5B inh: -13%

> CCc1nn(CC(=O)NC(C)CC)c(=O)c2cc3c(OC)cccc3n12 (stereo unspecified)
  KDM5B inh: -85%

In another format: entries from further up
KDM5B inh	Molecule
-17%	CN(Cc1ccccc1)C1CCOC2(CCN(C(=O)NCc3ccc(F)cc3)CC2)C1 (stereo unspecified)
-8%	COc1ccc(Oc2nc3c(c(=O)n(Cc4ccc(Br)cc4)c(=O)n3C)n2C)cc1
-15%	C/C(=N\Nc1ccc(Cl)c(C(=O)O)c1)c1ccc(Br)s1
2%[230 µM]	Clc1cccc(-c2ncc[nH]2)c1

Remaining list, next part:
> O=C1COCC2(CN(c3ccc(C(F)(F)F)cn3)C2)CN1c1cccnc1
  KDM5B inh: ?

> COc1cccc(C(N)=O)c1OCc1ccc(C)cc1
  KDM5B inh: 14%

> COc1cc(C(=O)Nc2ccc(-c3nc4ccccc4o3)c(O)c2)cc(OC)c1OC
  KDM5B inh: -7%

> CCOc1ccc(CNC(=O)C2CCCN(c3nn4cc(-c5ccc(OC)cc5)nc4s3)C2)cc1 (stereo unspecified)
  KDM5B inh: -13%

> O=C(CSc1nc(=O)[nH]c2c1CCC2)NCc1ccc(F)cc1
  KDM5B inh: 4%

> Cc1nc(-c2c3n(c(=O)n(CC(=O)NCc4ccc(F)cc4)c2=O)CCCC3)no1
  KDM5B inh: -22%

> CSc1ncc(C(=O)NCc2ccccc2F)c(-c2ccccc2)n1
  KDM5B inh: ?

> Cc1ccc(-n2ncc3c(N(CC(C)C)CC(C)C)ncnc32)c(C)c1
  KDM5B inh: ?

> Cc1ccc2c(c1C)NC(=O)CC2c1ccc(Cl)cc1Cl (stereo unspecified)
  KDM5B inh: 9%

> CCCCc1ccc(NC(=O)N2CCCC2c2nncn2C2CCCC2)cc1 (stereo unspecified)
  KDM5B inh: -16%

> O=C(Nc1cccc(Oc2ccccc2)c1)C1CCCO1 (stereo unspecified)
  KDM5B inh: 12%

> CC[C@H]1CN(S(=O)(=O)c2ccccc2)CC[C@H]1CC(=O)N1CCOCC1
  KDM5B inh: -8%[86.2 µM]

> CCN(CC)C(=O)[C@@H]1[C@H](c2cc(OC)c(OC)c(OC)c2)c2cc3c(cc2[C@H](O)[C@H]1CO)OCO3
  KDM5B inh: 21%

> COc1cccc(N2C(=O)NC(=NC3CCCC3)C23CCN(CCC(C)C)C3)c1 (stereo unspecified)
  KDM5B inh: -9%[115 µM]

> Cc1ccc2oc(C(=O)Nc3ccc(S(=O)(=O)Nc4nc(C)cc(C)n4)cc3)cc(=O)c2c1
  KDM5B inh: -15%

> CCn1nc(C(=O)Nc2nnc(Cc3ccccc3)s2)c2ccccc2c1=O
  KDM5B inh: 16%

> CCCC(=O)Nc1cccc(-c2nc3cc(C)cc(C)c3o2)c1C
  KDM5B inh: 11%

> CCOc1ccc(CN(C)C(=O)Cc2c[nH]c3ccccc23)cc1
  KDM5B inh: 23%

> COc1ccccc1-c1nc(C#N)c(N2CCN(C)CC2)o1
  KDM5B inh: ?

> CC(=O)Nc1ccc(CN2C[C@H](O)C[C@H]2c2nc(C(C)C)no2)cc1
  KDM5B inh: -18%[86.2 µM]

> O=C(Cn1nc(C(=O)O)c2ccccc2c1=O)NC(=O)NCc1ccccc1
  KDM5B inh: ?

> COc1ccccc1C(=O)NCCC(=O)N(Cc1ccco1)Cc1cccs1
  KDM5B inh: -26%

> Cc1ccc(C(=O)OCc2ccc(C#N)cc2)cc1C
  KDM5B inh: 7%

> Cn1cnc(S(=O)(=O)N2CC(N(Cc3ccccc3)C3CCOCC3)C2)c1
  KDM5B inh: 14%

> Cc1csc(Nc2nc(N)c(C(=O)Nc3ccccc3)o2)n1
  KDM5B inh: 8%

> CCCS(=O)(=O)N1C[C@@H](Oc2cccnc2)C[C@@H]1C(=O)N1CCOCC1
  KDM5B inh: -13%

> O=C(CSc1nncn1C1CC1)c1c[nH]c2ccccc12
  KDM5B inh: -14%

> CCCOc1ccc(CN2CCC(C3CCN(C(C)=O)CC3)C2)cc1 (stereo unspecified)
  KDM5B inh: ?

> COc1ccc(CC(=O)NC2CCN(c3nnc4cccc(C)n34)CC2)cc1
  KDM5B inh: 28µM*

> CCc1ccc(CNC(=O)c2nn(-c3ccc(C)cc3)c(=O)c3c2c2ccccc2n3C)cc1
  KDM5B inh: -27%

> Cc1cccc(CNC(=O)CN2C(=O)CSc3c2c(C)nn3-c2ccccc2)c1
  KDM5B inh: -4%

> COC(=O)c1ccc(CNC(=O)c2cc3c(C)nn(C)c3s2)cc1
  KDM5B inh: -4%

> COc1cc(C#N)ccc1OC(C(=O)NC1CC1)c1ccccc1 (stereo unspecified)
  KDM5B inh: 11%

> CCNc1c(NC(=O)c2ccc(C(C)(C)C)cc2)c(=O)oc2ccccc12
  KDM5B inh: 13%

> CCOC(=O)C1=C(CN(C)Cc2ccccc2)NC(=O)NC1c1ccc(OC)cc1 (stereo unspecified)
  KDM5B inh: -3%

> COc1ccc2c(c1)c(=O)c(S(=O)(=O)c1ccc(F)cc1)cn2CC(=O)Nc1ccc(C)cc1C
  KDM5B inh: -15%

> Cc1ccc(C(=O)NC2CCS(=O)(=O)C2)cc1S(=O)(=O)N1CCCC1 (stereo unspecified)
  KDM5B inh: 14%

> O=C(c1cccnc1)N1CCC2(CCCN(C3CCOCC3)C2=O)C1 (stereo unspecified)
  KDM5B inh: 11%

> O=C(O)c1ccc2ccc3ccccc3c2c1
  KDM5B inh: -1%

> CN(CC(=O)NC(=O)NC1CCCCC1)CC(=O)Nc1ccc(Cl)cc1
  KDM5B inh: -22%

> N#Cc1nc(-c2ccc(F)cc2)oc1N1CCN(C(=O)c2ccco2)CC1
  KDM5B inh: ?

> O=C(c1cncc(Br)c1)N1CCC(CCOc2ccccc2F)C1 (stereo unspecified)
  KDM5B inh: -13%

> COc1ccc(-n2nnnc2SCC(=O)NC(C)c2ccc(-c3ccccc3)cc2)cc1 (stereo unspecified)
  KDM5B inh: -13%

> C=CCNC(=O)COC(=O)CCC(=O)c1cccs1
  KDM5B inh: 9%

> CN(CCOc1ccccc1)Cc1cc(=O)oc2cc(O)ccc12
  KDM5B inh: ?

Some of these compounds in order of number of heavy atoms, smallest number first:
> COc1cc(C#N)ccc1OC(C(=O)NC1CC1)c1ccccc1 (stereo unspecified)
  KDM5B inh: 11%

> O=C(c1cccnc1)N1CCC2(CCCN(C3CCOCC3)C2=O)C1 (stereo unspecified)
  KDM5B inh: 11%

> CCNc1c(NC(=O)c2ccc(C(C)(C)C)cc2)c(=O)oc2ccccc12
  KDM5B inh: 13%

Some of the entries so far, as tab-separated lines:
mol	KDM5B inh
O=C(O)c1ccc2ccc3ccccc3c2c1	-1%
CN(CC(=O)NC(=O)NC1CCCCC1)CC(=O)Nc1ccc(Cl)cc1	-22%

Marked active in KDM5B inh, of those listed so far:
> Cc1noc(-c2ccc3c(c2)OCO3)c1C(=O)NCCc1cccc(Cl)c1
  KDM5B inh: 28µM*

> Cc1ccc(-c2cc3c(=O)n(CCNC(=O)c4ccccc4F)ccn3n2)cc1C
  KDM5B inh: 20µM*

> COc1ccc(CC(=O)NC2CCN(c3nnc4cccc(C)n34)CC2)cc1
  KDM5B inh: 28µM*

Other results follow:
> Cn1c(=O)n([C@H]2CCCN(C(=O)CN3CCCCCC3)C2)c2ncccc21
  KDM5B inh: ?

> O=C(Cc1ccsc1)N1CCC2(CC1)CC(OCC1CC1)CCO2 (stereo unspecified)
  KDM5B inh: -8%

> CC(C)c1ccccc1NC(=O)Cc1ccc2c(c1)CCC2
  KDM5B inh: 10%

> Cc1ccc(NS(=O)(=O)c2ccc3c(c2)NC(=O)CCS3)c(Br)c1
  KDM5B inh: 16%

> Cc1cc(C)c(C#N)c(SCc2cc(=O)oc3cc(O)c(Cl)cc23)n1
  KDM5B inh: ?

> Nc1ncnc(Nc2cccc(F)c2)n1
  KDM5B inh: 0%

> COc1cccc(CNC(=O)C2(c3ccc(NS(C)(=O)=O)cc3)CCCCC2)c1
  KDM5B inh: 17%

> Cc1ccc(N2C(=O)CN(S(=O)(=O)c3ccccc3)CC2(C)C(=O)NCCC(C)C)cc1C (stereo unspecified)
  KDM5B inh: 2%

This is a subset; rates above refer to the full screens.
